KCNH2 3.1 inh: blocks the human KCNH2 3.1 channel isoform | U2OS KCNH2 3.1, thallium flux FluxOr; hits give low values | 340,000 tested, 0.95% active | activity change, % (tested at about 1.8 µM);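 active = maximum activity change below -70%; inconclusive = maximum activity change from -70% to -50%; inactive = maximum activity change above -50%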;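 also: thallium influx rate constant from kinetic fluorescence after stimulation buffer; % is scaled to controls: 0 for no effect and ±100 for the full control effect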
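Steps: virus added to U2OS suspension (4 h, RT, dark); medium with 10% FBS added, cells plated, 37 C overnight; FluxOr/Red40 loading buffer 45 min RT; stimulation buffer, 2 min kinetic read; rate constant normalized.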
Giardia killer: kills Giardia lamblia; Giardia lamblia trophozoite viability; activity change, % at 7.66 µM, hits read low; 340,000 tested, 0.15% active; AID 540267; in the data active = activity change below about -80%; inconclusive = between about -30% and that limit;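 also: parasites exposed to compound for two days anaerobically before the ATP read; % is scaled to controls: 0 for no effect and ±100 for the full control effect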
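Luminescence from cellular ATP indicates surviving trophozoites (100 cells/well) following 48 hrs anaerobic compound treatment at 37 deg C; signal develops 15-30 min at room temperature.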
ELG1 genotoxic: induces genotoxicity in HEK293T cells with luciferase-tagged ELG1 | 330,000 tested, 1.3% active | AID 504466 | Potency, µM (highest dose often 46 µM), for inactives: at the highest dose activity change, positive = activation, most hits filed as activators | HEK293T ELG1-luciferase reporter, luminescence, 16 h; also: potency is read from the fitted curve at half-maximal effect; % of control where 0% means no effect; nearly all actives have a fitted effect of over 60% in size
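Cells (2,000/well) expressing the ELG1-luciferase fusion are dosed by pin tool and kept 16 hr at 37 °C, 5% CO2. Signal comes from ONE-Glo luciferase reagent after 30 min at room temperature.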
RORgamma inh: ROR gamma (mouse) transcription inhibition | P51450 | Drosophila S2 Gal4-RORgamma UAS-luciferase reporter, 20 h | Potency, µM (series often up to 53.6 µM), for inactives: at the top dose activity change, negative = inhibition, hits mostly inhibitors | 310,000 tested, 5.4% active | AID 2551; also: potency is read from the fitted curve at half-maximal effect; % is scaled to controls: 0 for no effect and ±100 for the full control effect; nearly all actives have a fitted effect of over 60% in size
Target sequence (P51450 whole entry, looked up, the tested form may be a part): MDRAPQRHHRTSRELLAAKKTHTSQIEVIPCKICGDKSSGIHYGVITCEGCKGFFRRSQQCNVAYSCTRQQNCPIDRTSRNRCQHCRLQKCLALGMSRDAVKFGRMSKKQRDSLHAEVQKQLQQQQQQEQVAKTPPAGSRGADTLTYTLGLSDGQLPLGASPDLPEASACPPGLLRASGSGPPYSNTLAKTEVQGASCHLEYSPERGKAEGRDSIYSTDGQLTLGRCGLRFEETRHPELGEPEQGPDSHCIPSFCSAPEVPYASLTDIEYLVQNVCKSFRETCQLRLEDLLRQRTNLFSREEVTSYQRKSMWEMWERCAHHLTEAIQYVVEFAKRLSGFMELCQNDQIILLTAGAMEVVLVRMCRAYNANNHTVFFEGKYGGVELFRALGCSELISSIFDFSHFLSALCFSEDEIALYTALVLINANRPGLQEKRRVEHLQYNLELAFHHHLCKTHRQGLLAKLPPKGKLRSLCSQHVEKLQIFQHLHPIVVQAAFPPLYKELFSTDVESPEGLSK
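Using a luciferase readout, inhibitors were identified by reduced reporter activity in Drosophila cells coexpressing a copper-inducible Gal4–ROR gamma fusion and UAS-driven Photinus luciferase, incubated 20 hr after 700 uM copper sulfate.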
Tb PFK inh: T. brucei PFK enzyme inhibition. O15648. T. brucei PFK, ADP-Glo luminescence. Potency, µM (doses to about 57.5 µM), for the others: at the highest dose activity, negative = inhibition, usual class: inhibitors. 330,000 tested, 0.17% active. AID 485367;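 also: potency is read from the fitted curve at half-maximal effect; 0% = uninhibited 1x PFK enzyme wells and -100% = no-enzyme wells; nearly all actives have a fitted effect of over 60% in size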
Target sequence (O15648 whole entry, looked up): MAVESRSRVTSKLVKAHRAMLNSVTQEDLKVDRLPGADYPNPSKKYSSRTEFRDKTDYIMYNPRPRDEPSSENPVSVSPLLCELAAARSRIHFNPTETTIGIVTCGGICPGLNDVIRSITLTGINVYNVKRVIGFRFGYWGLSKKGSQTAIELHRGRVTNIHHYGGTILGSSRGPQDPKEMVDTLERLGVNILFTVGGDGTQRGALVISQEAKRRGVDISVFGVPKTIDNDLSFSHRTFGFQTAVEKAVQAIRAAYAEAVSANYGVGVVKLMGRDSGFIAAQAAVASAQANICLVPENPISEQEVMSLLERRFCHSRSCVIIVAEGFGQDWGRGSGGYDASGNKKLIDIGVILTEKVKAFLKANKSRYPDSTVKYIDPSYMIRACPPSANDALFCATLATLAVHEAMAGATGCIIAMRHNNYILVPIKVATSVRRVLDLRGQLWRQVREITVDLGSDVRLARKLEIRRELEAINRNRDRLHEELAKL
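Compounds were pin-transferred as a titration series up to 57 uM into substrate buffer (0.5 mM F6P, 0.1 mM ATP, pH 8.0), then 1.25 nM PFK was added and reactions ran 45 min before ADP-Glo detection.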
VP16 counter: inhibits Gal4-VP16 luciferase reporter, ROR gamma counter-screen | Drosophila S2 Gal4-VP16 UAS-luciferase, luminescence, 20 h | Potency, µM (doses to about 53.6 µM), inactives show at the highest dose activity, negative = inhibition, most hits filed as inhibitors | 310,000 tested, 3.5% active | AID 2546;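 also: Gal4-VP16 expression switched on by copper sulfate through the metallothionein promoter; potency is read from the fitted curve at half-maximal effect; % is scaled to controls: 0 for no effect and ±100 for the full control effect; nearly all actives have a fitted effect of over 50% in size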
Rab9 promoter act: activates the Rab9 promoter. Huh7 Rab9 promoter-luciferase reporter, luminescence, 24 h. Potency, µM (highest dose often 9.22 µM), for inactives: at the top dose activation, negative = inhibition, hits mostly activators. 320,000 tested, 2.8% active; also: potency is read from the fitted curve at half-maximal effect; % of control where 0% means no effect; nearly all actives have a fitted effect of over 60% in size
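Huh7 cells stably carrying a Rab9 promoter-luciferase reporter, 1500 cells per well in OP-MEM I with 10% FBS, treated with compound 24 hours at 37C. Luciferase activity read by luminescence after 10 minutes with Amplite reagent.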
NPC1 promoter act: NPC1 promoter activation | Huh7 NPC1 promoter luciferase reporter, 24 h | Potency, µM (series often up to 9.22 µM), for the others: top-dose activation, actives largely listed as activators | 320,000 tested, 2.4% active | AID 485313;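 also: potency is read from the fitted curve at half-maximal effect; % of control where 0% means no effect; nearly all actives have a fitted effect of over 60% in size; reporter is driven by a mutant NPC1 promoter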
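Huh7 cells stably carrying NPC1 promoter–luciferase, plated in Opti-MEM with 10% FBS for 2 h, were exposed to compound in DMSO for 24 h at 37 °C; luciferase reagent was added for 10 min and luminescence read.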
FBPA coupling cs: coupling enzyme interference in Giardia aldolase counter-screen. coupling enzyme system counterscreen, AmpLite Red fluorescence. activity change, negative = inhibition, % at 58.2 µM, hits read low. 290,000 tested, 0.67% active. AID 2472; in the data active = activity change below about -30%; also: % is scaled to controls: 0 for no effect and ±100 for the full control effect
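Activity here indicates interference with the coupling reaction, not aldolase inhibition. Compounds at 57.5 uM final met coupling enzymes for 10 min at RT; substrate and AmpLite Red detection followed, with a 525/598 nm fluorescence read after 20 min.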
uPA generation: inhibitors of cell surface uPA generation | 330,000 tested, 0.31% active | Potency, µM (titrated, usually from 38.3 µM), for inactives: top-dose activity change, negative = inhibition, most hits filed as inhibitors | AID 540303 | cell surface uPA generation assay, qHTS; active = well fitted inhibition curve with a large enough effect; inconclusive = small, poorly fitted or top-dose-only effect; inactive = no such curve, though single readings can be large or run the other way; tested in mouse RAW 264.7 cells; also: potency is read from the fitted curve at half-maximal effect; % is scaled to controls: 0 for no effect and ±100 for the full control effect; nearly all actives have a fitted effect of over 55% in size
FLuc modulator: firefly luciferase modulation, counter-screen for miR-21 project | P08659 | purified FLuc, Km substrates, luminescence inhibition | Potency, µM (top dose mostly 57.5 µM), for the others: top-dose activity change, negative = inhibition, usual class: inhibitors | 360,000 tested, 6.9% active;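 also: potency is read from the fitted curve at half-maximal effect; plate controls were vehicle for no effect and reference inhibitor for full effect; nearly all actives have a fitted effect of over 55% in size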
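Purified P. pyralis luciferase (10nM final) with 10uM D-luciferin and 10uM ATP (Km levels) in 50mM Tris acetate pH 7.5, 10mM Mg acetate, 0.01% Tween-20, 0.05% BSA; qHTS 6-point titration, ~60 µM downward; luminescence read.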
Active calls of the source: *; [ ] = remark or other dose. Unless noted, calls follow the shape of the dose curve; as a rule, active = well fitted curve in the direction sought with a large enough effect; inconclusive = small, poorly fitted or top-dose-only effect, or another doubt; inactive = no such curve, though single readings can be large; an effect the other way counts as inactive or inconclusive.

What do the screens show for `Cc1cc2c(cc1S(=O)(=O)NCc1ccc(Cl)cc1)OCC(=O)N2`?
KCNH2 3.1 inh: -14.1; Giardia killer: 13.8; ELG1 genotoxic: 6.0%; RORgamma inh: 6.3%; Tb PFK inh: -1.0%; VP16 counter: 1.4%; Rab9 promoter act: -0.2%; NPC1 promoter act: -1.8%; FBPA coupling cs: 1.6; uPA generation: 12.2%; FLuc modulator: 0.6%

Results for CNS(=O)(=O)c1ccc(C(=O)NCC(=O)NC(C)c2cccs2)cc1 (centres undefined) ?
KCNH2 3.1 inh: -3.6; Giardia killer: -13.5; ELG1 genotoxic: 2.0%; Tb PFK inh: 16.3%; Rab9 promoter act: 2.4%; NPC1 promoter act: 1.0%; uPA generation: 3.9%; FLuc modulator: 7.3%

Results for Cc1ccnc(NC(=O)CNC(=O)C23CC4CC(CC(C4)C2)C3)c1 ?
KCNH2 3.1 inh: -0.7; Giardia killer: -5.0; ELG1 genotoxic: inconclusive; Tb PFK inh: -1.9%; Rab9 promoter act: -3.6%; NPC1 promoter act: -4.3%; uPA generation: -4.0%; FLuc modulator: -14.6%

Results for COCCN=C1Sc2nc3c(C)cccc3cc2CN1Cc1ccco1 ?
KCNH2 3.1 inh: 9.4; Giardia killer: 0.0; ELG1 genotoxic: -3.3%; RORgamma inh: inconclusive; Tb PFK inh: 0.1%; VP16 counter: inconclusive; Rab9 promoter act: -1.6%; NPC1 promoter act: -1.1%; FBPA coupling cs: -1.7; uPA generation: -2.0%; FLuc modulator: -4.3%

How did COc1cccc(-c2cc3c(=O)n(-c4ccccc4)c(=S)[nH]c3s2)c1 do in these assays?
KCNH2 3.1 inh: 4.7; Giardia killer: 0.0; ELG1 genotoxic: -1.4%; RORgamma inh: 0.891µM*; Tb PFK inh: -1.0%; VP16 counter: 2.51µM*; Rab9 promoter act: 8.1%; NPC1 promoter act: -2.4%; FBPA coupling cs: 0.3; uPA generation: -1.6%; FLuc modulator: -1.0%

Results for CC(=O)c1cnc2nc(SCc3ccccc3)nn2c1C ?
KCNH2 3.1 inh: -22.9; Giardia killer: 3.8; ELG1 genotoxic: inconclusive; RORgamma inh: 16.2%; Tb PFK inh: 7.0%; VP16 counter: 1.4%; Rab9 promoter act: 3.55µM*; NPC1 promoter act: 4.47µM*; FBPA coupling cs: 2.1; uPA generation: 1.9%

Results for Cc1ccc(-c2nn(-c3ccccc3)cc2C(=O)NCCCN2CCOCC2)cc1 ?
KCNH2 3.1 inh: inconclusive; Giardia killer: -6.9; ELG1 genotoxic: 1.5%; RORgamma inh: 16.0%; Tb PFK inh: 0.8%; VP16 counter: -7.0%; Rab9 promoter act: 4.7%; NPC1 promoter act: 9.4%; uPA generation: 2.0%; FLuc modulator: inconclusive

How did Cc1ccc(/C=N/NC(=O)c2cc(C3CC3)nc3ccccc23)o1 do in these assays?
KCNH2 3.1 inh: -4.9; Giardia killer: -1.8; ELG1 genotoxic: 7.0%; RORgamma inh: inconclusive; Tb PFK inh: -4.5%; VP16 counter: inconclusive; Rab9 promoter act: -23.6%; NPC1 promoter act: -17.0%; FBPA coupling cs: 0.5; uPA generation: -12.1%; FLuc modulator: -1.4%

How did CNc1sc(C(=O)c2ccc(F)cc2)c(N)c1-c1nc2ccccc2s1 do in these assays?
KCNH2 3.1 inh: -3.4; Giardia killer: 5.0; ELG1 genotoxic: inconclusive; RORgamma inh: 10µM*; Tb PFK inh: 3.3%; VP16 counter: inconclusive; Rab9 promoter act: -5.4%; NPC1 promoter act: 16.7%; FBPA coupling cs: -0.4; FLuc modulator: inconclusive

What do the screens show for `NS(=O)(=O)c1ccc(NC(=O)CSc2nnc(NC3CC3)s2)cc1`?
KCNH2 3.1 inh: 14.6; Giardia killer: -10.0; ELG1 genotoxic: -0.8%; Tb PFK inh: -27.7%; Rab9 promoter act: 1.3%; NPC1 promoter act: -3.2%; uPA generation: -0.5%; FLuc modulator: -1.4%

How did CCN(CC)C(=O)N1CCN(c2c([N+](=O)[O-])c(=O)oc3ccccc23)CC1 do in these assays?
KCNH2 3.1 inh: 11.6; Giardia killer: -13.3; ELG1 genotoxic: 1.3%; Tb PFK inh: 9.0%; Rab9 promoter act: -1.3%; NPC1 promoter act: -1.3%; uPA generation: 12.4%; FLuc modulator: -2.7%

How did Cn1nnnc1SCC(=O)NNC(=O)c1ccc(Cl)cc1 do in these assays?
KCNH2 3.1 inh: 28.2; Giardia killer: -6.2; ELG1 genotoxic: 3.2%; RORgamma inh: -5.2%; Tb PFK inh: -0.1%; VP16 counter: -3.2%; Rab9 promoter act: -10.5%; NPC1 promoter act: -2.7%; FBPA coupling cs: 0.2; uPA generation: 9.2%; FLuc modulator: -1.5%

Results for O=C(c1ccco1)N1CCN(C(=O)c2cccc3c2C(=O)N(C2CCCCC2)C3)CC1 ?
KCNH2 3.1 inh: 8.1; Giardia killer: 7.6; ELG1 genotoxic: 4.2%; RORgamma inh: 36.9%; Tb PFK inh: -7.3%; VP16 counter: -13.3%; Rab9 promoter act: 2.0%; NPC1 promoter act: -9.5%; FBPA coupling cs: 1.2; uPA generation: -1.2%; FLuc modulator: 2.1%

How did CCOc1ccc(NC(=O)C2CCN(S(=O)(=O)c3c(C)noc3C)CC2)cc1 do in these assays?
KCNH2 3.1 inh: 0.4; Giardia killer: 9.7; ELG1 genotoxic: 4.5%; RORgamma inh: -0.4%; Tb PFK inh: -5.3%; VP16 counter: -4.8%; Rab9 promoter act: 0.0%; NPC1 promoter act: -5.8%; FBPA coupling cs: -1.1; uPA generation: 3.8%; FLuc modulator: 1.2%

How did COc1ccc2c(C(=O)NCc3ccc4c(c3)OCO4)c(-c3ccc(S(C)(=O)=O)cc3)sc2c1 do in these assays?
KCNH2 3.1 inh: -26.9; Giardia killer: 23.5; ELG1 genotoxic: 1.1%; Tb PFK inh: -0.4%; uPA generation: 5.1%

How did c1ccc(Oc2nc(-c3ccccn3)nc3ccccc23)cc1 do in these assays?
KCNH2 3.1 inh: -1.6; Giardia killer: 3.8; ELG1 genotoxic: -17.5%; RORgamma inh: 0.631µM*; Tb PFK inh: -17.7%; VP16 counter: 3.16µM*; Rab9 promoter act: -4.9%; NPC1 promoter act: 1.4%; FBPA coupling cs: 1.2; uPA generation: -9.5%; FLuc modulator: -15.0%

What do the screens show for `Cc1ccc(S(=O)(=O)N(Cc2cc3ccccc3[nH]c2=O)c2cccc(C)c2)cc1`?
KCNH2 3.1 inh: -25.3; Giardia killer: -10.0; ELG1 genotoxic: 0.1%; RORgamma inh: -16.3%; Tb PFK inh: 0.5%; VP16 counter: -3.8%; Rab9 promoter act: -12.2%; NPC1 promoter act: -24.6%; FBPA coupling cs: 3.2; uPA generation: 0.0%; FLuc modulator: -4.0%

What do the screens show for `Cc1ccc(S(=O)(=O)N2CCN(c3ncnc4c3cnn4-c3ccccc3)CC2)cc1`?
KCNH2 3.1 inh: -3.6; Giardia killer: -12.2; ELG1 genotoxic: 2.2%; RORgamma inh: -3.5%; Tb PFK inh: 0.3%; VP16 counter: -7.3%; Rab9 promoter act: 5.0%; NPC1 promoter act: -2.8%; FBPA coupling cs: 3.9; uPA generation: -4.2%; FLuc modulator: 0.4%

How did COc1ccccc1Oc1nc(C)c(C(C)=O)cc1C#N do in these assays?
KCNH2 3.1 inh: 0.3; Giardia killer: -1.2; ELG1 genotoxic: -4.0%; RORgamma inh: -14.0%; Tb PFK inh: -5.8%; VP16 counter: 5.3%; Rab9 promoter act: -2.1%; NPC1 promoter act: -22.4%; FBPA coupling cs: -1.0; uPA generation: 2.4%; FLuc modulator: -1.1%

Results for COc1ccc(CCNC(=O)CN(c2ccccc2)S(C)(=O)=O)cc1 ?
KCNH2 3.1 inh: 17.0; Giardia killer: -13.5; ELG1 genotoxic: 1.9%; RORgamma inh: 13.7%; Tb PFK inh: 0.3%; VP16 counter: -14.6%; Rab9 promoter act: -10.1%; NPC1 promoter act: -1.9%; FBPA coupling cs: -0.2; uPA generation: 6.2%; FLuc modulator: 3.7%

What do the screens show for `O=C(C1CCCCCC1)N1CC[C@@H](N2CCC(O)CC2)[C@H](O)C1`?
KCNH2 3.1 inh: 4.4; Giardia killer: 0.3; ELG1 genotoxic: 0.0%; RORgamma inh: -16.0%; Tb PFK inh: -11.4%; VP16 counter: -2.2%; Rab9 promoter act: 7.4%; NPC1 promoter act: 5.7%; FBPA coupling cs: 1.3; uPA generation: 0.6%; FLuc modulator: -1.6%

How did CC(C)[C@H](NC(=O)Nc1ccc(S(N)(=O)=O)cc1)C(=O)O do in these assays?
KCNH2 3.1 inh: -0.7; Giardia killer: 4.5; ELG1 genotoxic: -6.4%; RORgamma inh: -21.9%[10 µM]; Tb PFK inh: 0.3%; VP16 counter: 2.5%; Rab9 promoter act: -11.2%; NPC1 promoter act: -4.5%; FBPA coupling cs: 0.1; FLuc modulator: 3.3%

Bioassay records: PubChem BioAssay, National Center for Advancing Translational Sciences (NCATS)
